From PubChem BioAssay
12-LOX inh – inhibitors of human 12S-lipoxygenase ALOX12. Potency, µM (titrated, usually from 108 µM), for inactives: at the top dose activity change, negative = inhibition, hits mostly inhibitors. purified 12hLO, xylenol orange hydroperoxide absorbance. 580,000 compounds, 1.1% hits; active means well fitted inhibition curve with a large enough effect; inconclusive means small, poorly fitted or top-dose-only effect, or another doubt; inactive means no such curve, though single readings can be large or run the other way; further: potency means the concentration at half of the fitted maximal effect
Target sequence (P18054 whole entry, looked up): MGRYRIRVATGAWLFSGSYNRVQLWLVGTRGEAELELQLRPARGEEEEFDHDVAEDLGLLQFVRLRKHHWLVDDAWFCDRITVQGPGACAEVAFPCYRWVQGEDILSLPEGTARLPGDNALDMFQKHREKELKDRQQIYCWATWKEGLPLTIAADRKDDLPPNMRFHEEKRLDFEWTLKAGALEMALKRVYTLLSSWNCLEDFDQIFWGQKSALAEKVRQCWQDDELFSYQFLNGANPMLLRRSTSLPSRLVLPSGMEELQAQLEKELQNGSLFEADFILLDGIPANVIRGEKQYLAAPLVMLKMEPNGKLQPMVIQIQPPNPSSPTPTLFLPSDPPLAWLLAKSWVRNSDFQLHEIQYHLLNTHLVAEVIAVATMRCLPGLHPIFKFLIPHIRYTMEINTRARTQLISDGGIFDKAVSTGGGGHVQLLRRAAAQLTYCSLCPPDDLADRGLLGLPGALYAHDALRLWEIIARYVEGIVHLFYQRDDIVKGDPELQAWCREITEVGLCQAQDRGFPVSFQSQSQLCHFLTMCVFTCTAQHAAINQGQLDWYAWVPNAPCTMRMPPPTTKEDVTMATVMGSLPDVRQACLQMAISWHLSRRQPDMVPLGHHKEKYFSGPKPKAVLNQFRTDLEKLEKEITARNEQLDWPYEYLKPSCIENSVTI
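Purified human 12hLO (150 nM final) in 25 mM Hepes, 0.01% Triton X-100, pH 7.0 was preincubated 15 min at room temperature with compound. Then 40 uM arachidonic acid was added, 30 min. Hydroperoxide was read by Fe-XO absorbance ratio 573/405 nm.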
LDHA inh – LDHA (human) enzyme inhibition | P00338 | activity change, % (values are at about 110 or 230 µM) | 480,000 compounds, 0.15% hits | purified LDHA, NADH/diaphorase-resazurin fluorescence; active compounds read low; in the data active means activity change below about -30%; inconclusive means mostly about -25% to -30%;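 further: plate controls were DMSO wells for no effect and wells without enzyme for full effect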
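Human LDH5 at 2 nM final in Tris HCl pH 7.4 with 0.06 mM NADH and 0.2 mM pyruvate, reacted 5 minutes at room temperature. Remaining NADH coupled via diaphorase/resazurin; resorufin fluorescence read at 0 and 20 minutes, normalized to enzyme-free and DMSO wells.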
The depositor's hits bear a star; ? = inconclusive; [ ] = remark or other dose. Unless noted, on the % scale 0 is the no-effect control and ±100 the full control effect. Some of the compounds tested; count on the stated rates, not on these rows.

Results follow in this order: 12-LOX inh, LDHA inh
1: Cc1oc2cc(OC(C)C)ccc2c(=O)c1-c1ccc2c(c1)OCCO2
    -2%, -2
2: N#CC(c1ccccc1)c1ccc([N+](=O)[O-])cc1 (stereo unspecified)
    -24%, 0
3: CCNC(=O)N(C)c1c(CC)nc2ccc(C(=O)N3CCN(S(=O)(=O)CC)CC3)cn12
    13%, -7
4: CCN(CC)S(=O)(=O)c1ccc(=O)n(Cc2cc(=O)oc3c(C)c(C)ccc23)c1
    ?, 3
5: COc1ccc(-c2c(NC(=O)c3cccs3)oc3ccccc3c2=O)cc1
    -2%, -25
6: CCC(C)c1ccc(NC(=O)CCc2ncc(-c3ccccc3F)o2)cc1 (stereo unspecified)
    5%, 6
7: C/C(=N/O)c1ccc2c(c1)NC(=O)CO2
    5%, 0
8: N#Cc1cccc(NC(=O)Cc2ccc3c(c2)CCC3)c1
    ?, 9
9: Cc1ccc(NC(=O)CC2C(=O)Nc3nc(-c4ccccc4)nn32)cc1C (stereo unspecified)
    -10%, 5
10: O=C(C1CC1)N1CC=C(c2c[nH]c3ccccc23)CC1
    ?, 8
11: COc1cccc(Cn2c3ccc(NC(=O)CC(C)C(F)(F)F)cc3c(=O)n2C)c1 (stereo unspecified)
    -16%, -3
12: Cc1ccc(NCC(=O)Nc2cc(C(F)(F)F)ccc2-n2cncn2)c(F)c1
    0%, 8
13: CCC(CC)NC(=O)CCC(=O)c1ccc2c(c1)OCCCO2
    32%[activator], 3
14: COc1ccccc1NC(=O)CCc1ncc(-c2ccc(Cl)cc2)o1
    1%, 2
15: COc1ccc(CNC(=O)C2(C)Cc3c(-c4ccccc4)ccnc3O2)cc1OC (stereo unspecified)
    -3%, -4
16: CSc1ccccc1NC(=O)c1ccc(-c2ccccc2)cc1
    -19%, 0
17: Cc1cccc(NC(=O)C(Sc2ccccc2)c2ccccc2)c1C (stereo unspecified)
    22%, -2
18: O=C(Nc1ccn(C2CCC(CO)O2)c(=O)n1)c1ccccc1 (stereo unspecified)
    -1%, -5
19: COC(=O)c1sc2ccccc2c1S(=O)(=O)N1CCN(c2cc(C)ccc2C)CC1
    ?, 3
20: CCNC(=O)NC(=O)COC(=O)c1cc(-c2ccc(C)o2)nc2ccccc12
    3.2µM*, 18
21: COc1ccccc1OC(=O)C1OC2OC(C)(C)OC2C2OC(C)(C)OC12 (stereo unspecified)
    38%[activator], 4
22: CC(=O)Nc1cc(-c2cccc(C(=O)N(C)C)c2)cn2c(-c3ccc(F)cc3)cnc12
    -2%, 6
23: O=C(CCS(=O)Cc1cccc2ccccc12)Nc1ccccc1 (stereo unspecified)
    ?, -3
24: CC(Oc1ccc(C(=O)c2ccc(F)cc2)cc1)C(=O)N1CCc2ccccc21 (stereo unspecified)
    -7%, 20
25: CCN(CC)c1ccc(C2SCc3cc(C)c(C)cc3CS2)cc1
    3%, 6
26: CCOC(=O)c1nc(-c2ccc(Br)o2)no1
    -9%, -18
27: Cc1cc(C)c(OC(=O)c2cccc(C#N)c2)c(C)c1
    -36%, 6
28: CNC(=O)c1cc(=O)n(CC(=O)Nc2cccc(C)c2)c2ccccc12
    -12%, 0
29: COc1cccc(C2C3=C(CC(C)(C)CC3=O)Nc3nc(-c4cc(OC)c(OC)c(OC)c4)nn32)c1 (stereo unspecified)
    -5%, 7
30: O=C(CCc1ncc(-c2c(F)cccc2F)o1)N1CCSCC1
    30%, -5
31: Cc1ccc(N2C(=O)CN(S(=O)(=O)c3ccc(C)cc3)CC2(C)C(=O)NCCC(C)C)cc1 (stereo unspecified)
    1%, -10
32: CCCc1cc(=O)oc2cc(OCC(=O)OC(C)(C)C)ccc12
    -15%, 11
33: O=C(Nc1ccc2oc(-c3ccncc3)nc2c1)c1ccc(Cl)cc1Cl
    2%, 2
34: O=c1[nH]c(=O)n(Cc2ccco2)c2nccc(-c3ccc(-c4ccccc4)cc3)c12
    -3%, -8
35: CCN(Cc1ccccc1)CC(O)COCc1ccc(OC)c(OC)c1 (stereo unspecified)
    ?, 2
36: COC(=O)c1ccc(C(=O)OC)c(NS(=O)(=O)c2c(C)cc(C)cc2C)c1
    -11%, -3
37: COc1ccc(Cl)cc1NC(=O)C(C)OC(=O)c1cc(CO)oc1C (stereo unspecified)
    -18%, 4
38: CCCc1cc(=O)oc2c(C)c(OCC(=O)NCc3cccnc3)ccc12
    0%, -2
39: O=C(COc1ccc(Cl)cc1)N1CCC(c2nc3ccccc3o2)CC1
    ?, 10
40: CN(C)c1oc(-c2ccccc2Cl)nc1S(=O)(=O)c1ccc2c(c1)OCCO2
    -8%, 9

The last two compounds of the section above lead into the next.
Results follow in this order: 12-LOX inh, LDHA inh
39: O=C(COc1ccc(Cl)cc1)N1CCC(c2nc3ccccc3o2)CC1
    ?, 10
40: CN(C)c1oc(-c2ccccc2Cl)nc1S(=O)(=O)c1ccc2c(c1)OCCO2
    -8%, 9
41: COc1ccccc1C1=NOC(C(=O)Nc2ccc(OC(F)(F)F)cc2)C1 (stereo unspecified)
    -17%, 6
42: CC(OC(=O)c1cccc(-n2cnnn2)c1)C(=O)Nc1ccc(N2CCOCC2)cc1 (stereo unspecified)
    ?, 7
43: Cn1cc(C(C(=O)O)N2CCN(c3ncc(Br)cn3)CC2)c2cc(C(=O)O)ccc21 (stereo unspecified)
    63%, 5
44: COc1ccccc1CN(C)C(=O)Cc1nn(C)c(=O)c2ccccc12
    0%, 0
45: CSc1ccc(Cl)c(C(=O)N2CCN(Cc3cc(=O)n4ccsc4n3)CC2)c1
    ?, -1
46: Cc1ccc(C)c(-c2cc(C(=O)Nc3cc(C)on3)c3ccccc3n2)c1
    -8%, -1
47: Cc1[nH]c2ccccc2c1C(=O)OC(C)C(N)=O (stereo unspecified)
    -13%, 0
48: Cc1ccc(C(=O)NC(c2cccnc2)c2cc(C)ccc2C)cc1 (stereo unspecified)
    ?, 5
49: N#Cc1ccc(Oc2c(-c3ccccc3)cccc2-c2ccccc2)cc1C#N
    7%, -3
50: COc1cccc(SCC(=O)c2ccc3c(c2)NC(=O)CO3)c1
    ?, 9
51: C=CCNC(=O)C(=O)Nc1ccc(Cl)c(C(F)(F)F)c1
    -23%, 3
52: Cc1cc(F)ccc1-c1cc(C(=O)N2CCN(c3ccncc3)CC2)[nH]n1
    -4%, -9
53: COc1ccc(C(=O)/C(C#N)=C\c2cc(Br)c(O)c(OC)c2)cc1
    ?, 12
54: COc1ccc(OC(=O)CCCOc2ccc(Cl)cc2Cl)cc1
    -10%, 1
55: CCC(CC)C(CNC(=O)c1ccc(Cl)cc1F)N1CCOCC1 (stereo unspecified)
    ?, 5
56: CCn1cc(C(=O)N2CCN(CC(=O)NCc3ccccc3)CC2)c2ccccc21
    7%, 6
57: Cn1nc(C(=O)OCC(=O)Nc2ccc(Cl)cn2)c2ccccc2c1=O
    -13%, -3
58: CCOc1ccc(-c2nc(C#N)c(NCCCN(C)C)o2)cc1
    -2%, 11
59: CCOc1cc(C#N)ccc1OCc1ccccc1
    4%, 10
60: Cc1cccc(CS(=O)(=O)N2CCC(C(=O)Nc3ccc(CSc4ccccc4)cc3)CC2)c1
    19%, -2

Entries listed so far with an aryl thioether with sulfur outside any ring:
Results follow in this order: 12-LOX inh, LDHA inh
16: CSc1ccccc1NC(=O)c1ccc(-c2ccccc2)cc1
    -19%, 0
17: Cc1cccc(NC(=O)C(Sc2ccccc2)c2ccccc2)c1C (stereo unspecified)
    22%, -2
45: CSc1ccc(Cl)c(C(=O)N2CCN(Cc3cc(=O)n4ccsc4n3)CC2)c1
    ?, -1
50: COc1cccc(SCC(=O)c2ccc3c(c2)NC(=O)CO3)c1
    ?, 9
60: Cc1cccc(CS(=O)(=O)N2CCC(C(=O)Nc3ccc(CSc4ccccc4)cc3)CC2)c1
    19%, -2

Carrying on.
Results follow in this order: 12-LOX inh, LDHA inh
61: Cc1ccc(CNC(=O)C2CCCCC2)s1
    -5%, -2
62: CN(C)C(=O)C[C@@H]1C=C[C@@H](NC(=O)C2CCC2)[C@@H](CO)O1
    -6%, -5
63: C(=N\N(Cc1ccccc1)c1ccccc1)/c1cccs1
    -15%, 8
64: CC(=O)Nc1ccc(SC(C)C(=O)c2ccc3c(c2)NC(=O)CO3)cc1 (stereo unspecified)
    ?, 2
65: OCc1cc2ccc(Br)cc2[nH]1
    -1%, 12
66: COC(=O)CCOc1ccc(S(=O)(=O)Nc2ccc(C)cc2F)cc1
    -2%, 0
67: CSc1ccc(/C=C(/C#N)C(=O)Nc2c(C)cc(C)cc2C)cc1
    8%, 12
68: Cc1ccc(C(CNC(=O)c2cc(=O)c3cc(Cl)ccc3o2)N2CCN(C)CC2)o1 (stereo unspecified)
    0%, -5
69: O=C(CC(F)(F)F)N(Cc1ccncc1)C1CC1
    ?, 0
70: COc1ccc2c(C)c(CCC(=O)Nc3ccc(F)c(F)c3)c(=O)oc2c1
    -27%, 0
71: CCNC(=O)C1CCCN(Cc2ccc(C(=O)OCC)cc2)CC1 (stereo unspecified)
    1%, -3
72: CCC(CO)NS(=O)(=O)c1cc(C)c(Cl)cc1Cl (stereo unspecified)
    -60%, 4
73: O=C(O)CCSCc1ccc(Cl)cc1
    -13%, -4
74: O=C(O)/C=C/c1ccc(F)cc1F
    ?, 8
75: COc1ccc(C(=O)/C=C/c2c(C)cc(C)cc2C)cc1
    -4%, -1
76: COCCn1c(C)cc(C(=O)CSc2nc3ccccc3[nH]2)c1C
    2%, -20
77: CCNC(=O)C(C)NC(=O)CCc1ncc(-c2ccc(C)cc2)o1 (stereo unspecified)
    24%, -19
78: CCCNC(=O)C1(C)CCCN(Cc2ccccc2N(C)C)C1 (stereo unspecified)
    0%, -8
79: CC1COCCN1C(=O)C1CCN(c2nc3ccccc3o2)CC1 (stereo unspecified)
    33%, 0
80: Fc1ccc(NC(=S)NC2CC2)cc1
    1%, 0
81: C=CCOc1ccc(/C=C/C(=O)Nc2ccc(C(N)=O)cc2)cc1
    1%, -4
82: O=C(Nc1ccc2c(c1)OCO2)c1ccc2sc([C@H]3C[C@H](O)[C@@H](CO)O3)nc2c1
    -11%, -1
83: CC(C)CC(N)c1csc(NC(=O)Nc2ccccc2Cc2ccccc2)n1 (stereo unspecified)
    -13%, -8
84: Cc1cc(C)c(-c2csc(NC(=O)Cn3ncc4ccccc4c3=O)n2)c(C)c1
    -29%, -3
85: COc1cc(NC(=O)Cc2nc(-c3cccs3)oc2C)cc(OC)c1
    ?, 2
86: O=C(COC(=O)CCc1nc2ccccc2s1)Nc1ccc([N+](=O)[O-])cc1C(F)(F)F
    -4%, 2
87: Cc1cc(C)c(OCC(=O)Nc2ccccc2N2CCCC2=O)c(C)c1
    -28%, 0
88: COc1ccc(C(C)=O)cc1Br
    -4%, 4
89: CC(Sc1nc2ccccc2n1C)C(=O)NCc1ccc2c(c1)OCO2 (stereo unspecified)
    1%, 11
90: COc1ccccc1NC(=O)CC1Sc2ccccc2NC1=O (stereo unspecified)
    -14%, 0
91: Cc1ccc(COc2cccc(CNc3ncn[nH]3)c2)cc1
    20%, 3
92: O=C(OCC(=O)N1CCCC1=O)c1cc(=O)c2ccccc2o1
    -26%, -3
93: CCOC(=O)C1CCN(C(=O)c2cn(-c3ccccc3)nc2-c2ccc(Br)cc2)CC1
    -14%, 7
94: Cc1ccccc1NC(=O)Cc1nc(-c2c(N)n(C)c(=O)n(C)c2=O)cs1
    ?, 11
95: CCOc1cccc(C2c3c(-c4cc(C)cc(C)c4O)n[nH]c3C(=O)N2Cc2cccnc2)c1 (stereo unspecified)
    7%, 5
96: O=C(N/N=C/c1ccccc1F)C1CC1
    ?, 11
97: COc1cccc(CN(C)CC(=O)Nc2cc(C)nn2-c2cc(C)ccc2C)c1
    43%[activator], -17
98: CC1CCCCC1OCCN(Cc1cccs1)CC1CCCO1 (stereo unspecified)
    30%, -5
99: CC(C)C1NC(=O)N(Cc2coc(-c3ccccc3)n2)C1=O (stereo unspecified)
    -17%, -8
100: Fc1cccc(F)c1-c1csc(NCc2ccco2)n1
    -4%, 4
101: CCCCNC(=O)C1(C)CCN1C(=O)c1ccc(C(F)(F)F)nc1C (stereo unspecified)
    -2%, -10
102: CCc1ccccc1NC(=O)CCl
    ?, 4
103: COc1ccccc1NC(=O)NCCn1c(C(F)(F)F)nc2ccccc21
    -45%, 1
104: Cc1ccc(CNC(=O)Cc2c(C)c3c(O)cc(C)cc3oc2=O)cc1
    47%[activator], 9
105: O=C(O)CCc1ccc(S(=O)(=O)Nc2cccc(C(=O)O)c2)cc1
    ?, 4
106: Cc1cc(C)cc(Oc2coc3cc(OCC(=O)NCc4ccccc4)ccc3c2=O)c1
    25%, 7
107: COc1ccc(NS(=O)(=O)c2cccc(NC(=O)c3[nH]c(C)c(C(C)=O)c3C)c2)cc1
    -29%, 9
108: O=C(Nc1ccc(F)cc1)C(c1ccnc2ccccc12)N1CCN(C(=O)c2ccco2)CC1 (stereo unspecified)
    -26%, -4
109: COC(=O)c1c(C)[nH]c(C(=O)OCC2CC2(Cl)Cl)c1C (stereo unspecified)
    ?, 8
110: COc1ccccc1CCn1cnc(C)c1CC(C)C
    4%, 2
111: Cc1c(C(=O)NC(c2ccccc2)c2nccn2C)oc2ccc(F)cc12 (stereo unspecified)
    9%, -3
112: Cn1[nH]c2c(c1=O)[C@H](c1ccc(F)cc1)O[C@H](CCc1ccccc1)C2
    -25%, 5
